SMARCA2 activ = SMARCA2 (BRM) function activators, primary screen, cell-based, luminescence, high throughput. MG213 cells, MMTV-luciferase reporter, dexamethasone, overnight. activation, % at 9.1 µM. actives 1% (n = 370,000). AID 652017, 2013; in the data active means activation above about 7.8%;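 further: 0% = vehicle wells and 100% = reference activator wells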
ASAP1 GAP inh = inhibitors of human ASAP1 ArfGAP activity, primary screen, biochemical, fluorescence polarization | ASAP1-stimulated ARF1 GTP hydrolysis, GDP FP detection | inhibition, % at 16.5 µM | actives 0.19% (n = 360,000); in the data active means inhibition above about 25%;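 further: 0% = vehicle with enzyme and substrate and 100% = no enzyme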
rCAG RNA binder = binders of r(CAG) RNA repeats, primary screen, biochemical, fluorescence; inhibition, % at 3 µM; actives 1.3% (n = 370,000); AID 651821, 2012; r(CAG) RNA repeat, TO-PRO-1 dye displacement fluorescence;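 active means inhibition above the plate cutoff, the mean of all test compounds on that plate plus 3 SD, cut at about 35% in these data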;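 further: 0% = DMSO alone and 100% = 100 µM mitoxantrone as full dye displacement; higher means more dye released from RNA so lower well fluorescence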
PG9 binder = binders of HIV-1 gp120 antibody PG9, primary screen, biochemical, TR-FRET; HIV-1 gp120 / PG9 antibody interaction; TR-FRET gp120-PG9 antibody binding; inhibition, % at 6.7 µM; actives 0.43% (n = 360,000); AID 624416, 2012; in the data active means inhibition above about 8.5%
Rev-erbA mod = modulators of Rev-erb alpha DNA binding, primary screen, biochemical, FITC-DNA, fluorescence polarization, uHTS | activity, % at 10 µM | actives 0.79% (n = 370,000) | Nuclear receptor subfamily 1 group D member 1 (Homo sapiens), P20393 | Rev-erbα–FITC-DNA binding, 90 min;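 active means activity above about 14%, limit read from the data; passing the limit was not always enough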;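 further: 0% = DMSO wells with 35 nM protein and 100% = DMSO wells with 750 nM protein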
GC-A act = GC-A stimulated cGMP production enhancers – HEK293 GC-A cells, cGMP TR-FRET, EC30 ANP, primary screen. 0% at EC30 ANP, 100% saturating ANP. activation, % at 10 µM. actives 0.14% (n = 370,000). Atrial natriuretic peptide receptor 1 (Homo sapiens), P16066; in the data active means activation above about 40%
GC-B act = human GC-B receptor activators, primary screen, HEK293 GC-B cells, cGMP TR-FRET, EC30 CNP; Atrial natriuretic peptide receptor 2 (Homo sapiens), P20594; 0% at EC30 CNP, 100% saturating CNP; activation, % at 10 µM; actives 0.11% (n = 370,000); AID 1920062, 2024;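 active means activation at 10 µM reaching about 35% in either raw or pattern-adjusted values, limit read from the data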
ARFGAP1 inh = inhibitors of rat ARFGAP1 GAP activity, primary screen, biochemical, fluorescence polarization, GDP tracer; actives 0.26% (n = 360,000); Arfgap1-stimulated ARF1 GTP hydrolysis, GDP FP detection; inhibition, % at 16.5 µM; ADP-ribosylation factor GTPase-activating protein 1 (Rattus norvegicus), Q62848;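 active means inhibition above a per-plate limit, mean inhibition of low control wells plus 3 SD, cut at about 25% in these data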;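 further: 0% = DMSO wells with enzyme and 100% = wells lacking Arfgap1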
Target sequence (Q62848 1-136 limits assumed): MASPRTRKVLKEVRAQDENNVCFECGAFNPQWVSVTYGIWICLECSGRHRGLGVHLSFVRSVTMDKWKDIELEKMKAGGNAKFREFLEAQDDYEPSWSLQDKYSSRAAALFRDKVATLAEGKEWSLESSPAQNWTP
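System: truncated rat Arfgap1 GAP domain / Benchmarks: high control wells lacking Arfgap1, low control full reaction with DMSO / Times: compound-enzyme preincubation 20 min, reaction 120 min, detection 60 min, 25 °C / Repeats: one replicate per compound / Also added: human ARF1(Δ1-17)-GTP substrate / Measured by: Tracer-displacement fluorescence polarization with EDTA stop, 620/688 nm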
HTRA1 inh = HTRA1 serine protease inhibitors, primary screen, biochemical, fluorescence polarization, HTS; inhibition, % at 5.96 µM; actives 0.5% (n = 340,000); recombinant HTRA1, FP-rhodamine activity-based probe; AID 504803, 2011; in the data active means inhibition above about 36%;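 further: 0% = enzyme with DMSO and 100% = wells lacking enzyme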
Target sequence (Q92743 whole entry, looked up): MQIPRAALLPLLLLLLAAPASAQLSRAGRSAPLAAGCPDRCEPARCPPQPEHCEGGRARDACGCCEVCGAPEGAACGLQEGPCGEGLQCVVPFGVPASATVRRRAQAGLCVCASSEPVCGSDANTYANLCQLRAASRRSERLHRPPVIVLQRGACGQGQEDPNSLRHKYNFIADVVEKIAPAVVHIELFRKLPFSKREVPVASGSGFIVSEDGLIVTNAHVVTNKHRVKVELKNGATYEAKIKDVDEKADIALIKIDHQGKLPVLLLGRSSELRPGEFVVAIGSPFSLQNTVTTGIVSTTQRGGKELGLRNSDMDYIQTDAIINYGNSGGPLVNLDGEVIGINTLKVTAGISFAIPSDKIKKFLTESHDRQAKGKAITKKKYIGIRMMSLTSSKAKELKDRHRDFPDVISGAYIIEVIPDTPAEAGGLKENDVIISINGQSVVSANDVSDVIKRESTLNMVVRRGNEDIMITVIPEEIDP
ABHD4 inh = ABHD4 inhibitors, primary screen, biochemical, fluorescence polarization, mouse | actives 0.54% (n = 370,000) | inhibition, % at 8.92 µM | purified mABHD4, FP-Rh probe fluorescence polarization | (Lyso)-N-acylphosphatidylethanolamine lipase (Mus musculus), Q8VD66 | AID 720543, 2013;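 active means inhibition exceeding the mean over every tested compound plus 3 SD, cut at about 30% in these data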;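 further: 0% = plate median of compound wells and 100% = S159A mutant with DMSO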
Target sequence (Q8VD66 whole entry, looked up): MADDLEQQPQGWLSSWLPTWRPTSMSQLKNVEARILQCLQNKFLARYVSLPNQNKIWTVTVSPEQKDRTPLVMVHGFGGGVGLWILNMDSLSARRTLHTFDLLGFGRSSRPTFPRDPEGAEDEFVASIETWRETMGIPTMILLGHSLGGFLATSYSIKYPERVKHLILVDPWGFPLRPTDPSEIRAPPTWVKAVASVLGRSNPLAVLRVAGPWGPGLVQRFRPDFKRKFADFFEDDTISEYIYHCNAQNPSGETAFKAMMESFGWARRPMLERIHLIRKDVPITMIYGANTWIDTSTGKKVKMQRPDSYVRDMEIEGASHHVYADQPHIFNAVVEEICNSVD
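system = mouse ABHD4 enzyme, wild type | medium = HEPES pH 7.0, NaCl, Pluronic buffer | also added = FP-Rh probe | incubation = Enzyme–compound pre-incubation 45 min, then probe 60 min, both 25 °C | technique = fluorescence polarization, excitation 525 nm, emission 598 nm, BODIPY TMR filters | controls = S159A mutant high control, sample median low control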
Starred values were filed as active, the others as inactive; nt = no result given. No enrichment for hits, and some 4.4% of all compounds hit somewhere here.

SMILES | SMARCA2 activ | ASAP1 GAP inh | rCAG RNA binder | PG9 binder | Rev-erbA mod | GC-A act | GC-B act | ARFGAP1 inh | HTRA1 inh | ABHD4 inh
O=C(COC(=O)CCSc1ccc(Cl)cc1)NCc1ccccc1 | -1.1 | 5.1 | -4.6 | -1.0 | 5.4 | -0.9 | 3.8 | 10.8 | -7.4 | 5.4
CCC1CCCCN1CCCNC(=O)CNC(=O)Cn1ccc2ccccc2c1=O (stereo unspecified) | 1.9 | 0.2 | 0.2 | -0.3 | 8.0 | 0.6 | 3.9 | 2.3 | -10.3 | -12.5
CN1CCN(c2nc(C(N)=O)cc(-c3ccccc3)n2)CC1 | 1.2 | -11.0 | -2.2 | -1.0 | 1.5 | 1.9 | -3.7 | -2.5 | 1.2 | 5.6
Cc1ccccc1Cn1nnc(-c2ccc(C(=O)O)cc2)n1 | 1.6 | -12.0 | -0.5 | -1.4 | -2.4 | -0.7 | 1.6 | -7.1 | -4.4 | 3.0
COc1ccc(C(=O)C2CCCN(C(=O)c3cccnc3SC)C2)c(C)c1 (stereo unspecified) | -1.8 | -6.3 | -8.0 | 0.4 | 0.7 | -7.3 | -2.6 | -9.9 | -6.3 | 7.6
CC1(C)Cc2c(C#N)c(NCC3CCCO3)nc(-c3ccco3)c2CO1 (stereo unspecified) | 2.7 | -2.4 | 7.5 | 1.3 | 5.7 | 8.8 | 22.6 | 12.0 | -3.7 | 7.7
COCCn1c(=O)[nH]c(=O)c2cc(C(=O)c3cc(OC)ccc3O)cnc21 | 2.5 | -9.3 | 6.7 | -3.8 | -6.5 | 0.6 | -7.3 | 10.6 | -4.7 | 5.9
Cc1cc[n+](CC(=O)c2ccc(NC(=O)c3ccccc3)cc2)cc1 | 2.6 | 3.8 | 1.1 | -0.2 | -6.1 | -0.3 | -1.7 | 19.2 | -4.1 | 3.1
CC1CCC/C(=C\Nc2ccc(C(=O)O)cc2)C1=O (stereo unspecified) | 6.4 | -7.3 | 0.2 | -4.0 | -0.9 | 5.0 | 5.4 | -4.9 | 2.6 | 2.2
COc1ccc(CN=C2NC(=O)CC(C(=O)Nc3ccc(F)cc3)S2)cc1 (stereo unspecified) | 8.3* | 4.8 | -2.2 | -1.3 | 2.3 | -1.3 | 0.9 | -9.0 | 1.2 | -16.4
O=S(=O)(Nc1nc2ccccc2nc1N1CCc2ccccc2C1)c1ccc(Cl)cc1 | 9.0* | -2.6 | 13.2 | -1.6 | -1.7 | -3.6 | 2.5 | 9.7 | -5.5 | -25.6
O=C(CP(=O)(c1ccccc1)c1ccccc1)N/N=C/c1cc(Br)cc(Br)c1O | -0.7 | -1.3 | 3.7 | -1.2 | 0.8 | 2.0 | -4.2 | -9.4 | 29.4 | 4.2
CCSc1cc(C2C(C#N)=C(N)OC(C)=C2C(=O)OC)c(C)o1 (stereo unspecified) | -5.8 | -2.2 | 1.7 | -0.1 | 3.2 | 0.5 | 2.4 | -3.9 | -10.2 | -0.8
C[C@H]1C=C(C(=O)NCc2nc3ccccc3[nH]2)O[C@@H](OCc2ccc(CO)cc2)C1 | -0.1 | -0.2 | -5.0 | -0.1 | 1.8 | -0.5 | 1.1 | -1.4 | -4.7 | 1.1
COc1cc(NC(=O)CN2C(=O)c3ccccc3C2=O)c(C(=O)O)cc1OC | -0.9 | 0.9 | 1.4 | 0.2 | -1.4 | -4.1 | 5.5 | 6.0 | -0.4 | -6.5
COC(=O)c1cc(NC(=O)c2c(C)noc2C)ccc1N1CCOCC1 | 9.2* | -14.7 | -4.6 | 0.4 | -2.0 | 0.0 | 0.1 | 5.5 | 6.2 | -19.0
COCCn1c(SCC(=O)NCc2ccc(OC)c(OC)c2)nc2ccccc21 | -3.5 | 6.8 | -0.8 | -0.4 | -2.5 | 0.0 | 4.1 | 6.0 | 1.9 | -9.7
CCOC(=O)Cn1c(-c2ccccn2)nc2ccccc21 | 0.1 | -11.8 | -1.8 | 1.1 | 2.5 | -1.2 | -0.4 | -19.2 | 1.8 | 2.1
O=C(NC1CCCC1)NS(=O)(=O)c1ccccc1Cl | -3.7 | 2.5 | 2.5 | -2.3 | -3.2 | 1.6 | 0.2 | -2.0 | 4.2 | 3.1
COc1ccc(-c2nc(CN3CCC(C(=O)N4CCc5ccccc54)CC3)c(C)o2)cc1OC | -2.2 | 9.6 | -0.8 | -2.5 | -10.5 | -1.3 | 1.3 | 3.5 | -10.3 | -7.1

Another view of four compounds above:
COCCn1c(SCC(=O)NCc2ccc(OC)c(OC)c2)nc2ccccc21
  SMARCA2 activ: -3.5
  ASAP1 GAP inh: 6.8
  rCAG RNA binder: -0.8
  PG9 binder: -0.4
  Rev-erbA mod: -2.5
  GC-A act: 0.0
  GC-B act: 4.1
  ARFGAP1 inh: 6.0
  HTRA1 inh: 1.9
  ABHD4 inh: -9.7
CCSc1cc(C2C(C#N)=C(N)OC(C)=C2C(=O)OC)c(C)o1 (stereo unspecified)
  SMARCA2 activ: -5.8
  ASAP1 GAP inh: -2.2
  rCAG RNA binder: 1.7
  PG9 binder: -0.1
  Rev-erbA mod: 3.2
  GC-A act: 0.5
  GC-B act: 2.4
  ARFGAP1 inh: -3.9
  HTRA1 inh: -10.2
  ABHD4 inh: -0.8
O=C(NC1CCCC1)NS(=O)(=O)c1ccccc1Cl
  SMARCA2 activ: -3.7
  ASAP1 GAP inh: 2.5
  rCAG RNA binder: 2.5
  PG9 binder: -2.3
  Rev-erbA mod: -3.2
  GC-A act: 1.6
  GC-B act: 0.2
  ARFGAP1 inh: -2.0
  HTRA1 inh: 4.2
  ABHD4 inh: 3.1
CCOC(=O)Cn1c(-c2ccccn2)nc2ccccc21
  SMARCA2 activ: 0.1
  ASAP1 GAP inh: -11.8
  rCAG RNA binder: -1.8
  PG9 binder: 1.1
  Rev-erbA mod: 2.5
  GC-A act: -1.2
  GC-B act: -0.4
  ARFGAP1 inh: -19.2
  HTRA1 inh: 1.8
  ABHD4 inh: 2.1

Continued:
SMILES | SMARCA2 activ | ASAP1 GAP inh | rCAG RNA binder | PG9 binder | Rev-erbA mod | GC-A act | GC-B act | ARFGAP1 inh | HTRA1 inh | ABHD4 inh
Fc1ccccc1NC(=S)NN(Cc1ccccc1)c1ccccc1 | 0.0 | 14.1 | -0.8 | -0.4 | -1.1 | -1.5 | 1.6 | -5.2 | -10.7 | 4.6
CCCCNC(=O)[C@@H]1CSC2c3ccccc3C(=O)N21 (stereo partly specified) | -0.3 | -0.8 | -0.9 | -1.3 | -0.9 | 5.9 | 9.3 | -9.7 | 2.3 | 0.9
Cc1c2cnn(-c3ccccc3)c(=O)c2c(C)n1CCCC(=O)N1CCN(C2CCCCC2)CC1 | -0.7 | 8.8 | -11.5 | -0.4 | 3.7 | -4.1 | -5.7 | -11.4 | -5.2 | -3.1
Cc1ccc(C(=O)OCC(=O)N2CC(C)CC(C)C2)cc1S(=O)(=O)N1CCOCC1 (stereo unspecified) | -0.2 | 8.8 | -6.5 | -0.6 | -1.6 | 5.6 | -3.2 | 3.2 | -0.1 | 1.2
Cc1nc2sc(C(c3ccccc3)N3CC(C)OC(C)C3)c(O)n2n1 (stereo unspecified) | -4.0 | 5.2 | -3.2 | 0.7 | 1.2 | 2.8 | -0.6 | -4.3 | -11.8 | -2.4
CCOc1ccccc1NC(=O)CCc1nnc2ccc(N3CCC(C)CC3)nn12 | -2.8 | 3.0 | -2.5 | 0.3 | -2.2 | -6.0 | -6.1 | 7.4 | 4.5 | 4.3
CCSc1nnc(NC(=O)C2CCCCC2)s1 | 3.7 | -9.5 | -3.3 | -1.1 | -1.4 | 4.8 | 0.9 | -1.4 | 0.0 | -1.8
CSc1ccccc1-c1cnc(NC(C)=O)cn1 | -0.2 | 5.6 | 2.2 | -2.2 | -1.6 | 4.0 | 0.0 | -5.0 | nt | -3.8
S=C(Cc1ccccc1)N1CCOCC1 | 0.1 | 0.6 | 3.0 | -1.5 | 1.9 | 0.8 | -4.2 | 2.1 | 3.6 | 0.8
COCCn1c(C)cc(C(=O)COC(=O)CNC(=O)c2ccco2)c1C | -0.3 | 11.0 | -0.8 | -1.8 | -1.6 | 1.1 | 2.3 | 4.9 | 0.6 | 1.8
Cc1ccc(NC2CCCN(C(=O)c3cccc(-c4ncc[nH]4)c3)C2)cc1C (stereo unspecified) | -1.2 | -9.2 | 0.9 | -2.6 | 3.3 | -1.9 | 2.1 | 8.9 | 4.9 | 3.0
Cc1cnc([N+](=O)[O-])n1CCOC(=O)NC(=O)c1c(F)cccc1F | -1.8 | 7.8 | -0.1 | 0.3 | -0.7 | -1.5 | 4.7 | 2.2 | 3.1 | 0.9
Cn1nc(C2CC2)cc1NC(=O)C1(C)CCN1C(=O)c1ccccc1CCc1ccccc1 (stereo unspecified) | 1.8 | -4.9 | -0.8 | 0.6 | 3.6 | -1.4 | 0.8 | -8.5 | nt | 1.8
CS(=O)(=O)c1ccc2nc(NC(=O)c3ccc(Cl)nc3)sc2c1 | -3.7 | -7.8 | 7.9 | 0.8 | -4.4 | -7.3 | 1.6 | -8.9 | -3.8 | -1.6
Oc1c(Br)cc(/C=N/NC(=S)NCC2CCCO2)cc1Br (stereo unspecified) | -1.4 | -10.4 | 7.8 | -6.3 | -2.6 | -7.3 | 5.0 | -9.9 | 3.4 | 10.4
Cc1ccccc1CN1[C@@H]2c3ccccc3C[C@@H]2OCCS1(=O)=O | -1.6 | 18.8 | -6.1 | 1.1 | -4.6 | -2.6 | -3.7 | -3.5 | 7.8 | 4.6
O=C1Nc2ccc(Br)cc2/C1=N\N=C\C1=C(N2CCOCC2)C(=C/c2ccccc2)/CC1 | -0.5 | 4.6 | 9.5 | -4.5 | 0.2 | -8.9 | -7.1 | -4.6 | 6.1 | 15.1
COc1ccc([N+](=O)[O-])cc1NC(=O)COC(=O)c1ccc(O)cc1 | -1.6 | -5.0 | 11.3 | 0.8 | -9.9 | -4.8 | 0.1 | 10.8 | 8.3 | -3.0
OC1COC(OCC2OC(OCc3ccccc3)C(O)C(O)C2O)C(O)C1O (stereo unspecified) | 1.2 | 2.7 | 2.6 | 0.4 | -1.6 | -1.0 | 1.6 | 3.9 | -2.1 | -10.6
COc1ccc(S(=O)(=O)N2CC3C4C=CC(C4)C3C2)cc1 (stereo unspecified) | -0.9 | 16.2 | -5.4 | -1.1 | 2.0 | 0.9 | -3.6 | -2.5 | -0.9 | 2.9
Cc1c(Cl)cccc1NC(=S)NC(=O)c1cncc(Br)c1 | -2.9 | 5.5 | -1.1 | 0.7 | 2.3 | 6.9 | -0.1 | 2.4 | 1.4 | 1.5

From PubChem
